aSyn 5UTR inh: MLPCN primary screen, SNCA 5' untranslated region; inhibition, % (tested at 7.5 µM); 300,000 compounds, 0.82% hits; AID 1813; alpha-synuclein 5'UTR reporter, inhibitor activity; in the data active means inhibition above about 60%;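 further: H4 neuroglioblastoma cells stably carrying SNCA 5'UTR luciferase fusion; 0% = DMSO wells and 100% = positive control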
HSF1 activator: increases HSF-1 driven luciferase reporter signal | activation, % at 9 µM | 300,000 compounds, 1.7% hits | NIH3T3-HGL HSF-1 luciferase reporter, MG132, 8 h; 100% = twice DMSO control signal | AID 504408;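 active means mean replicate activation of at least 50% with a set share of replicates each reaching 50%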;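 further: 0% = median of the neutral control wells and 100% = twice that signal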
HSF1 inh: HSF1 inhibition. 300,000 compounds, 0.77% hits. activity change, negative = inhibition, % at 7.5 µM (by protocol). AID 2098. NIH3T3-HGL HSE-luciferase, MG132-induced, luminescence 8 h; active compounds read low;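 active means more than half of replicate wells show activity change below -50%, luminescence cut by over half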;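 further: luciferase reports HSF-1 transcriptional activity via heat shock element; 0% = median of DMSO wells and -100% = zero luminescence signal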
KLF5 inh: kruppel-like factor 5 inhibition | DLD-1 KLF5 promoter-luciferase reporter, luminescence | inhibition, % at 5 µM | 290,000 compounds, 0.23% hits | AID 1700;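 active means inhibition above a per-plate limit of that plate's mean compound inhibition plus 3 SD, cut at about 60% in these data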;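 further: 0% = DMSO wells and 100% = LY294002 at 200 µM; higher means less KLF5 promoter-driven luciferase light; inactives centre near -14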
GSK3A inh: blocks human GSK-3 alpha kinase. P49840. ADP-Glo luminescence, 60 min. 320,000 compounds, 0.1% hits. inhibition, % at 10 µM. AID 2650;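 in the data active means inhibition above about 50%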;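 further: GST-tagged GSK-3 alpha with peptide substrate and 25 µM ATP; 0% = DMSO neutral wells and 100% = GW8510 positive control wells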
Target sequence (P49840 whole entry, looked up): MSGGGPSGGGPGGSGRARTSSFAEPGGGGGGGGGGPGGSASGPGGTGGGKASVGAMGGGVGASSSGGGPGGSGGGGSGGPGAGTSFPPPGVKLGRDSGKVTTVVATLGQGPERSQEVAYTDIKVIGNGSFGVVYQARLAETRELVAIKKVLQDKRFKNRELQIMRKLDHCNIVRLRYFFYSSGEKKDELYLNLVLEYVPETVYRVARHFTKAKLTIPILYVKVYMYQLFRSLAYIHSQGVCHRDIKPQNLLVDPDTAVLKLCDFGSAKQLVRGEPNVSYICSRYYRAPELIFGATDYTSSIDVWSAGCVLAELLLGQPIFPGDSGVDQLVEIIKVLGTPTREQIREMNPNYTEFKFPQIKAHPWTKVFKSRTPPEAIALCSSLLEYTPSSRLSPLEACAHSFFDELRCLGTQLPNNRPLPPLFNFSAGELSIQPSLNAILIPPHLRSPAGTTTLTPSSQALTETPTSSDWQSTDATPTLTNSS
HSP90 refold inh: HSP90 refolding inhibition in rabbit reticulocyte lysate. luciferase refolding luminescence, 3 h. inhibition, % at 5.6 µM. 290,000 compounds, 0.91% hits;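 active means inhibition above the screen-wide mean plus 3 SD, computed separately per campaign, cut at about 16% in these data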;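 further: 0% = DMSO wells and 100% = 60 µM geldanamycin wells; inhibitors lower the luminescence because luciferase stays unfolded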
GSK3beta inhib: blocks human GSK3beta kinase activity. GST-GSK3beta kinase, ADP-Glo luminescence, 60 min; active compounds read low. activity score (negative = inhibition), % at 10 µM. 300,000 compounds, 0.038% hits;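 active means more than half of replicate wells score below -50%, meaning over 50% inhibition versus plate controls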;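 further: 0% = median DMSO wells and -100% = median GW8510 positive control wells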
Target sequence (P49841 whole entry, looked up): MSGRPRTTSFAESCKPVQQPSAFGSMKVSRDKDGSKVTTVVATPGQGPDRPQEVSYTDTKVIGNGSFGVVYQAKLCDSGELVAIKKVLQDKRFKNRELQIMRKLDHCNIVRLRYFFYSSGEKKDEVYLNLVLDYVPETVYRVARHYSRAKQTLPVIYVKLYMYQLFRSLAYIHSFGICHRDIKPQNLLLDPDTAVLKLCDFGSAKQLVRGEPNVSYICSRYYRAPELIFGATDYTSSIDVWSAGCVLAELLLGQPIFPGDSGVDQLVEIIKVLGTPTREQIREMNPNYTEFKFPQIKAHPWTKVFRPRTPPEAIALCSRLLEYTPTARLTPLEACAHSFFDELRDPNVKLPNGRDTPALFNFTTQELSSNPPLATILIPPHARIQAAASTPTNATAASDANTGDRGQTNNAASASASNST
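Test system: GST-fused GSK3beta enzyme, cell-free | Quantity: 1.6 ng GST-GSK3beta enzyme per well | Reagent: 25 µM ATP with peptide substrate | Schedule: 60 min enzyme reaction, room temperature | Signal: Luminescent ADP-Glo measurement of ADP formed | Read-out basis: Score relative to plate controls | Control set: DMSO and 20 µM GW8510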
IEC-6 cytotox: counter-screen for KLF5 inhibitors: cytotoxicity in IEC-6 cells; 290,000 compounds, 0.78% hits; inhibition, % at 5 µM; AID 1825; IEC-6 cytotoxicity, luminescence viability; in the data active means inhibition above about 22%;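 further: 0% = plate median of test compound wells and 100% = cytotoxic reference compound wells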
DYRK1A inh: inhibitors of rat Dyrk1A kinase; AID 504441; inhibition, % at 12.5 µM; ADP-Glo luminescence, NFATc1 peptide; Q63470; 310,000 compounds, 0.43% hits; in the data active means inhibition above about 50%;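 further: plate controls were vehicle with enzyme for no effect and no enzyme for full effect; many of its hits are not listed in these tables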
Platelet DG rel: modulates dense granule release in human platelets | human platelet-rich plasma, SFLLRN dense granule ATP release, luminescence | inhibition, %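 (compounds screened at 7.5 µM in platelet-rich plasma)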 | 300,000 compounds, 0.22% hits | AID 1663;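 active means mean replicate score, as percent of positive control, at or above 50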
* = called active by the depositor; . = no result given. Some of the compounds tested; count on the stated rates, not on these rows.

SMILES	aSyn 5UTR inh	HSF1 activator	HSF1 inh	KLF5 inh	GSK3A inh	HSP90 refold inh	GSK3beta inhib	IEC-6 cytotox	DYRK1A inh	Platelet DG rel
CC(OC(=O)c1cccc(S(=O)(=O)N2CCCCCC2)c1)C(=O)Nc1ccc(S(N)(=O)=O)cc1 (stereo not drawn)	2	6	5	.	-1	.	0	.	2	3
Cc1ccc(C)c(/C=N/NC(=S)NCCc2ccccc2)c1	3	0	4	-12	0	-1	7	-1	3	2
CCN(CCCNC(=O)CNC(=O)c1nn(-c2ccc(OC)cc2)c(=O)c2ccccc12)c1cccc(C)c1	15	41	29	3	0	5	-1	6	-1	6
CCN(CC)C(=O)CSc1ncnc2c1cnn2Cc1ccccc1	-14	22	4	5	-1	2	2	0	-3	7
Cc1ccc(NC(=O)CNC(=O)c2ccc(C)o2)cc1	-9	13	1	-23	6	1	0	3	.	-11
O=C(CN1CCCC1)Nc1cccc(Cl)c1Cl	-11	2	3	-50	.	6	3	-3	3	-7
Cc1noc(/C=C/c2cccnc2)c1[N+](=O)[O-]	-34	20	17	0	1	6	-1	12	4	-10
COc1ccc(-n2c(C)cc(=O)[nH]c2=O)cc1	-6	2	-3	-14	2	-2	-1	0	-1	0
[O-][n+]1c2cc(C(F)(F)F)ccc2c2n1CCN=C2c1ccc(Cl)cc1	-65	-24	-1	.	1	.	1	.	9	-2
O=C(NCc1ccc(C(F)(F)F)cc1)C1CC(c2c(Cl)cccc2Cl)=NO1 (stereo not drawn)	-2	-1	3	-29	-3	2	1	3	-4	4
O=C(c1ccc2c(c1)OCO2)N1CCN(S(=O)(=O)c2ccccc2)CC1	1	-3	5	-10	-1	2	-1	-5	-6	15
O=S(=O)(Nc1ccc2c(c1)oc1ccccc12)N1CCCC1	-36	8	-8	-25	-3	6	3	5	8	3
O=c1/c(=C/c2ccc(O)cc2)sc2n1CCCN=2	.	.	.	-196	10	-5	.	-4	21	.
Cc1cc(=O)oc2cc(NS(=O)(=O)c3ccccc3)ccc12	-10	11	-9	-9	-2	-2	1	6	.	2
CCCCN(C)c1c(N2CCC(C(=O)OCC)CC2)c(=O)c1=O	-13	3	-5	-3	-5	-2	-1	-6	0	2
Cc1cc(N(C)C)c(C#N)c(N2CCOCC2)n1	11	-38	-18	-22	6	5	-4	7	-5	5
O=C(O)c1ccccc1N/N=C/c1c(Sc2nnnn2-c2ccccc2)nc2ccccn2c1=O	2	14	-2	0	-3	1	1	4	-4	1
CCOc1ccc2[nH]c3c(NCC(C)C)ncnc3c2c1	-99	2	13	-63	-1	-2	3	12	-2	2
C=CCN(C(=O)Nc1ccc(OC)cc1)c1nnc(-c2ccncc2)s1	7	-9	-9	-17	0	-5	.	-2	5	-5
O=C(Nc1cc(Cl)ccc1Cl)c1cc(-c2ccco2)on1	-30	25	-1	-20	-2	-4	1	6	-6	19
O=c1c2cn[nH]c2nc(SCc2ccc3c(c2)OCCO3)n1-c1ccccc1	46	31	17	0	-6	12	0	3	-2	-1
CCCCOc1ccc(C(=O)Nc2ccc3c(c2)OCO3)cc1	-93	26	7	-43	1	0	1	1	9	10
Cc1cc(C(C)(C)C)ccc1OCCOCCN1CCCC1	10	5	4	-11	2	11	0	-11	1	22
CS(=O)(=O)c1ccc(N2CCOCC2)c(S(C)(=O)=O)c1	1	4	-12	-6	-2	-6	0	-7	0	-1
COc1ccc(C(=O)COC(=O)CCS(=O)(=O)c2ccc(C)cc2)c(OC)c1	9	12	4	.	-5	.	3	.	-1	-3

Entries above that contain a halogen (4):
SMILES	aSyn 5UTR inh	HSF1 activator	HSF1 inh	KLF5 inh	GSK3A inh	HSP90 refold inh	GSK3beta inhib	IEC-6 cytotox	DYRK1A inh	Platelet DG rel
O=C(CN1CCCC1)Nc1cccc(Cl)c1Cl	-11	2	3	-50	.	6	3	-3	3	-7
[O-][n+]1c2cc(C(F)(F)F)ccc2c2n1CCN=C2c1ccc(Cl)cc1	-65	-24	-1	.	1	.	1	.	9	-2
O=C(NCc1ccc(C(F)(F)F)cc1)C1CC(c2c(Cl)cccc2Cl)=NO1 (stereo not drawn)	-2	-1	3	-29	-3	2	1	3	-4	4
O=C(Nc1cc(Cl)ccc1Cl)c1cc(-c2ccco2)on1	-30	25	-1	-20	-2	-4	1	6	-6	19

Some of the entries so far, as labelled records.
> [O-][n+]1c2cc(C(F)(F)F)ccc2c2n1CCN=C2c1ccc(Cl)cc1
  aSyn 5UTR inh: -65
  HSF1 activator: -24
  HSF1 inh: -1
  KLF5 inh: .
  GSK3A inh: 1
  HSP90 refold inh: .
  GSK3beta inhib: 1
  IEC-6 cytotox: .
  DYRK1A inh: 9
  Platelet DG rel: -2

> O=C(NCc1ccc(C(F)(F)F)cc1)C1CC(c2c(Cl)cccc2Cl)=NO1 (stereo not drawn)
  aSyn 5UTR inh: -2
  HSF1 activator: -1
  HSF1 inh: 3
  KLF5 inh: -29
  GSK3A inh: -3
  HSP90 refold inh: 2
  GSK3beta inhib: 1
  IEC-6 cytotox: 3
  DYRK1A inh: -4
  Platelet DG rel: 4

> O=C(c1ccc2c(c1)OCO2)N1CCN(S(=O)(=O)c2ccccc2)CC1
  aSyn 5UTR inh: 1
  HSF1 activator: -3
  HSF1 inh: 5
  KLF5 inh: -10
  GSK3A inh: -1
  HSP90 refold inh: 2
  GSK3beta inhib: -1
  IEC-6 cytotox: -5
  DYRK1A inh: -6
  Platelet DG rel: 15

Remaining list, next part:
SMILES	aSyn 5UTR inh	HSF1 activator	HSF1 inh	KLF5 inh	GSK3A inh	HSP90 refold inh	GSK3beta inhib	IEC-6 cytotox	DYRK1A inh	Platelet DG rel
COc1ccc(OCC(=O)Nc2ccc3oc(=O)ccc3c2)cc1	-20	-5	0	-8	5	5	3	5	18	-2
O=C(CSc1ccccn1)N1CCc2ccccc21	-54	24	12	-105	-2	1	3	2	.	9
CC1=C(C(=O)Nc2ccc(C)cc2)C(c2cccs2)NC(=S)N1 (stereo not drawn)	-38	29	11	-44	-5	-3	0	5	4	-4
Cc1ccc2c(C)c(C(=O)N(Cc3cccs3)C3CCS(=O)(=O)C3)oc2c1 (stereo not drawn)	13	16	5	-12	-1	1	0	2	24	.
CCOc1ccc(NC(=O)c2c(NC(=O)CNCCN3CCOCC3)sc3c2CCC3)cc1	-38	11	-7	-10	0	4	-1	6	-4	-9
Cc1ccc(C(=O)NC(C)c2nc3ccccc3n2CC(=O)Nc2c(C)cc(C)cc2C)cc1 (stereo not drawn)	-3	1	-9	-28	-3	-5	-2	3	.	4
Cc1ccc(C)c(C(=O)c2c(C)nc3sccn23)c1	.	.	.	-11	-2	0	.	1	.	.
O=C(Nc1nc(-c2ccccc2)cs1)c1cccc([N+](=O)[O-])c1C(=O)O	-34	20	-5	-33	0	3	-3	8	-1	3
Cc1ccc(S(=O)(=O)NC(=O)NCCc2ccccc2)cc1	-8	-8	-5	-10	-5	-2	1	4	2	11
O=C(c1ccccc1)N1N=C(c2ccco2)CC1c1cccs1 (stereo not drawn)	-10	8	2	-18	-1	4	1	0	1	2
Cn1ncc(Cl)c1C(=O)Nc1cccc(Cl)c1	-38	10	-1	-25	-2	4	0	-5	25	13
COc1ccc(/C=C(/C(=O)c2ccc(Cl)cc2Cl)n2cncn2)cc1	-14	2	3	-18	-1	-4	1	0	0	3
O=C(Cc1c(F)cccc1Cl)N/N=C/c1cccs1	23	8	6	-27	0	-4	1	0	.	14
O=C(NNC(=O)C1CCCCC1)C(=O)NC1CCCCC1	20	-19	-3	-4	-1	-3	-4	0	-8	4
Cc1ccnc(SCC(=O)c2cccc([N+](=O)[O-])c2)n1	-3	10	-1	-11	0	-3	3	-6	-4	25
CCc1nc(C)ccc1OCC(=O)NCCCN(C)C	-9	.	.	-48	1	0	0	0	7	0
Cc1c(C#N)c2ccccc2n1CC(=O)NCCc1c[nH]c2ccccc12	5	-2	1	-18	-2	-1	0	-3	1	6
CC(C)N(C(=O)Cn1cc(SCC(=O)NCC2CCCO2)c2ccccc21)C(C)C (stereo not drawn)	14	10	10	-4	2	-1	0	0	.	-1
Cc1ccc(SCc2[nH]nc3c2C(c2cccnc2)C(C#N)=C(N)O3)cc1 (stereo not drawn)	-1	12	0	0	5	-2	0	-6	2	1
Cc1cc(NC(=O)CSc2nnnn2-c2ccc(C)c(Cl)c2)no1	10	22	16	0	-4	-3	-1	0	3	-10
CC(C)C(c1nnnn1C1CCCC1)N1CCOCC1 (stereo not drawn)	1	0	2	-44	0	-2	-2	-2	11	-5
O=C(NCCCN1CCOCC1)c1cc(-c2ccc(Br)cc2)nc2ccccc12	-7	0	-2	.	.	.	-6	.	1	11
O=C(c1ccc2nc(Cc3cccc(Cl)c3)oc2c1)N1CCOCC1	-99	46	34	-23	-1	2	2	-4	0	2
COc1ccccc1NC(=O)c1ccc(COc2ccccc2OC)o1	15	5	6	-26	-1	3	0	0	2	-1
CC(C)C(=O)Nc1c(-c2cccs2)c(=O)c2ccccc2n1C	1	-3	-1	9	.	0	0	-1	6	10
O=C(CN(CCO)c1ccccc1)Nc1ccc(Cl)c(S(=O)(=O)N2CCOCC2)c1	4	-5	-3	-14	1	1	0	-2	2	-4

Profiles, quoted from the list. Order of values: aSyn 5UTR inh	HSF1 activator	HSF1 inh	KLF5 inh	GSK3A inh	HSP90 refold inh	GSK3beta inhib	IEC-6 cytotox	DYRK1A inh	Platelet DG rel
`CC(C)N(C(=O)Cn1cc(SCC(=O)NCC2CCCO2)c2ccccc21)C(C)C` (stereo not drawn) is listed with 14	10	10	-4	2	-1	0	0	.	-1
`CCN(CCCNC(=O)CNC(=O)c1nn(-c2ccc(OC)cc2)c(=O)c2ccccc12)c1cccc(C)c1` is listed with 15	41	29	3	0	5	-1	6	-1	6

Screening results as filed in PubChem BioAssay.
